TAG inh: inhibitors of triacylglycerol accumulation; H9c2 cells, Nile Red lipid (TAG) fluorescence; cells loaded with 200 µM oleic acid; inhibition, % at 12.5 µM; 0.66% of 230,000 active;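 active = pattern-corrected inhibition of lipid staining of at least 50% with the nuclear-stain viability signal not falling by more than 50%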;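 note: 0% = DMSO wells and 100% = triacsin C control wells; some results filed as inactive read as strong as hits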
TAG inh DAPI viability: also measured in TAG inh; calls as there; DAPI nuclei signal change (viability), lower = more cytotoxic, %;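 whole-well DAPI fluorescence read on a plate reader as a viability signal; minus 50 percent equals half of cells still viable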
* = called active by the depositor. A portion of the library (hit frequency here may not be typical).

SMILES	TAG inh	TAG inh DAPI viability
COc1ccc(S(=O)(=O)N2CCOCC2)cc1C(=O)NC1CCCCCC1	-1	-3
CSc1c(CC(=O)Nc2ccccc2Cl)n(Cc2ccccc2)c2ccccc12	48	-6
O=C(Nc1ccc(F)c(Cl)c1)c1cc(C2CCCN(S(=O)(=O)c3ccccc3)C2)on1 (configuration not stated)	3	2
COc1ccc(/C=N/NC(=O)C2(C)NC(C)(C)Cc3ccccc32)cc1 (configuration not stated)	-11	-2
O=c1cc(CN2CCN(S(=O)(=O)c3ccccc3[N+](=O)[O-])CC2)nc2sccn12	-4	15
O=C(COC(=O)COc1ccccc1)NC1CCCc2ccccc21 (configuration not stated)	-26	-1
O=C(c1ccco1)N(Cc1cc2ccccc2[nH]c1=O)C1CCCCC1	-8	6
CC1=C(C(=O)Nc2cccc(C)n2)C(c2ccc3c(c2)OCO3)C2=C(CC(c3ccco3)CC2=O)N1 (configuration not stated)	8	-2
CC(C)(C)c1ccc(Oc2ccc(N)cn2)cc1	0	-11
CC1(C(=O)OCC(=O)Nc2ccc(S(=O)(=O)N3CCOCC3)cc2)CC1(Cl)Cl (configuration not stated)	-25	3
OCC1(CCOc2ccccc2)CCN(Cc2cn[nH]c2-c2ccc(F)cc2)CC1	-4	16
COc1cccc(-c2cccc(NC(=O)C3CCN(C4CCC4)CC3)c2)c1	6	-6

The closing 7 entries of the part above come first, to join the parts.
SMILES	TAG inh	TAG inh DAPI viability
O=C(COC(=O)COc1ccccc1)NC1CCCc2ccccc21 (configuration not stated)	-26	-1
O=C(c1ccco1)N(Cc1cc2ccccc2[nH]c1=O)C1CCCCC1	-8	6
CC1=C(C(=O)Nc2cccc(C)n2)C(c2ccc3c(c2)OCO3)C2=C(CC(c3ccco3)CC2=O)N1 (configuration not stated)	8	-2
CC(C)(C)c1ccc(Oc2ccc(N)cn2)cc1	0	-11
CC1(C(=O)OCC(=O)Nc2ccc(S(=O)(=O)N3CCOCC3)cc2)CC1(Cl)Cl (configuration not stated)	-25	3
OCC1(CCOc2ccccc2)CCN(Cc2cn[nH]c2-c2ccc(F)cc2)CC1	-4	16
COc1cccc(-c2cccc(NC(=O)C3CCN(C4CCC4)CC3)c2)c1	6	-6
CCC(Sc1nc2ncnc(N)c2[nH]1)C(=O)O (configuration not stated)	-7	1
Cc1nc(CSc2ccc(Cl)cc2)cc(N2CC(C)OC(C)C2)n1 (configuration not stated)	0	1
CCNC(=O)C1CCCN(C(=O)Cc2cccs2)CC1 (configuration not stated)	14	-4
COC(=O)[C@]1(C)N[C@H](CN(C)S(=O)(=O)c2ccc(-c3ccccc3)cc2)[C@@H]2C(=O)N(C)C(=O)[C@@H]21	1	-4
CCN(CC)S(=O)(=O)c1ccc(N2CCOCC2)c(NC(=O)Cc2ccc(Cl)cc2)c1	0	-13
CS(=O)(=O)Nc1cccc(C2=NN(C(=O)c3ccco3)C(c3cccs3)C2)c1 (configuration not stated)	-5	4
CCOc1ccccc1NC(=O)c1ccc(OCC(=O)N2CCOCC2)c(OC)c1	-7	-1
Cn1c(N)c(C(=O)COC(=O)c2ccnc3ccccc23)c(=O)n(C)c1=O	15	9
COc1cc(O)c(C(CC(=O)N2CCN(c3ccccc3)CC2)c2ccc(N(C)C)cc2)c(OC)c1 (configuration not stated)	-7	5
CCN(CC)c1ccc2cc(C(=O)NNC(=O)c3ccc(S(=O)(=O)N4CCCCC4)cc3)c(=O)oc2c1	3	5
O=C(CSc1nncs1)NC1CCCCCCC1	-8	-3
CN(C)/C=C/C(=O)c1ccc(Cl)cc1Cl	-4	3

Among those listed so far, these have an aryl methoxy group.
SMILES	TAG inh	TAG inh DAPI viability
COc1ccc(S(=O)(=O)N2CCOCC2)cc1C(=O)NC1CCCCCC1	-1	-3
COc1ccc(/C=N/NC(=O)C2(C)NC(C)(C)Cc3ccccc32)cc1 (configuration not stated)	-11	-2
COc1cccc(-c2cccc(NC(=O)C3CCN(C4CCC4)CC3)c2)c1	6	-6
CCOc1ccccc1NC(=O)c1ccc(OCC(=O)N2CCOCC2)c(OC)c1	-7	-1
COc1cc(O)c(C(CC(=O)N2CCN(c3ccccc3)CC2)c2ccc(N(C)C)cc2)c(OC)c1 (configuration not stated)	-7	5

(further entries)
SMILES	TAG inh	TAG inh DAPI viability
CCOC(=O)N1CCC(NC(=O)c2csc3c2CCCC3)CC1	-2	-16
Cn1nnnc1SCC(=O)NC(=O)NCc1ccccc1	11	-19
Cc1c(C(=O)NC(Cc2ccccc2)c2nc3ccccc3[nH]2)cccc1[N+](=O)[O-] (configuration not stated)	7	-13
Cc1cc(N2C(=O)C(O)=C(C(=O)c3ccc(C)o3)C2c2cccc(Cl)c2)no1 (configuration not stated)	2	1
Cn1nc(C(=O)NCC(=O)Nc2ccc(F)c(F)c2)ccc1=O	152	-130
CC(=O)c1cc2c(cc1NC(=O)Cn1nc(C)c(C)c(C#N)c1=O)OCO2	-3	-2
CCn1c(SCC(=O)NC2CC2)nnc1C(C)Oc1ccccc1 (configuration not stated)	-3	3
Cc1ccc2oc(C(=O)N(Cc3ccccc3)C3CCS(=O)(=O)C3)c(C)c2c1 (configuration not stated)	3	3
CN(Cc1ccccc1)C(=O)CCC1CCN(C(=O)c2ccco2)CC1	-1	-7
CC(=O)NCc1ccc(C(=O)CCl)cc1	10	-4
CCOc1ccc(NC(=O)NC(=O)N(C(C)C)S(C)(=O)=O)cc1	-11	5
Cc1cc(F)ccc1NC(=O)C(C)n1c2ccccc2c2nc(=O)cc(C)n21 (configuration not stated)	3	-9
COc1ccc(NC(=O)CN2C(=O)NC(C)(c3ccc(C)cc3)C2=O)cn1 (configuration not stated)	-1	-1
CC(=O)c1cc(CN2CCN(C(C)C)C(CCO)C2)cs1 (configuration not stated)	-2	-1
CCCCOC(=O)CSc1nc(N)c(C#N)c(-c2ccc(OC)cc2)c1C#N	23	-18
Cn1c(=O)c(C(=O)CN2CCCc3ccccc32)c(N)n(Cc2ccccc2)c1=O	0	7
CC/C(=N\O)c1ccc(OC)c(OC)c1	3	8
Clc1cccc(CN2CCC3CC2c2cc(N4CCCCC4)ccc23)c1 (configuration not stated)	-8	4
Cc1ccc(CCS(=O)(=O)c2ccc(C(C)(C)C)cc2)cn1	-13	-4
COC(=O)C1=C(N)Oc2cc(C)n(C)c(=O)c2C1c1ccc(Cl)cc1 (configuration not stated)	12	-7
COCCC(=O)N1CCCC(C(=O)c2ccc(Oc3ccccc3)cc2)C1 (configuration not stated)	12	-4
Cc1ccc(S(=O)(=O)N2CCOCC2)cc1NC(=O)COC(=O)/C=C/c1ccc(F)cc1	-2	-4
Cc1ccc(C2=NN(C(=O)c3ccco3)C(O)(C(F)(F)F)C2)cc1 (configuration not stated)	-3	6
CSCCC(NC(=O)c1ccccc1Br)C(=O)NNC(=O)c1ccco1 (configuration not stated)	19	-15
NS(=O)(=O)c1ccc(NC(=O)c2ccccc2Cl)cc1	11	-3
CCCN1CCC(NC(=S)Nc2ccc([N+](=O)[O-])cc2)CC1	-4	6
COCCCNCc1cc(C)n(-c2cc(S(=O)(=O)N3CCOCC3)ccc2N2CCCC2)c1C	8	-5
CCN(C(=O)c1cc2c(C)nc3ccccc3c2o1)c1cc(Cl)ccc1OC	-6	-7
O=C(CN1CCN(c2ccccc2)CC1)Nc1ccc2c(c1)CCC2	-1	-1
COc1cccc(NC(=O)CSc2nc3ccccc3n2C)c1	-9	3
COc1ccc(-c2nnc3c4ccccc4c(C)nn23)cc1S(=O)(=O)N1CCN(CCO)CC1	-1	-5
Cc1nc(-c2ccc(S(=O)(=O)N3CCN(Cc4ccccc4)CC3)s2)cs1	-8	-1
Cc1cc(C(C)(C)C)cc(S(=O)(=O)Nc2ccc(C(=O)O)cc2)c1C	-9	-13
CC(C)(CNS(=O)(=O)c1ccc(F)cc1)CNS(=O)(=O)c1ccc(F)cc1	2	2
C[C@@H]1CN([C@@H](C)CO)C(=O)CCCn2cc(nn2)CO[C@H]1CN(C)S(=O)(=O)c1ccccc1	-12	5
O=C(/C=C/c1ccc([N+](=O)[O-])cc1)NCC1CCCO1 (configuration not stated)	6	-9
CCC(CC)c1nnc(NC(=O)CCc2ccc(OC)cc2)s1	5	3
CCOC(=O)C1=NOC(Cn2cc(C#N)c(=O)n(C)c2=O)C1 (configuration not stated)	-3	-6
CCOC(=O)C1(CC2CC2)CCN(C(=O)c2cc(C3CC3)nc3ccccc23)CC1	0	-16
Cc1cccc(C)c1NC(=O)CSc1nnc(Cc2ccccc2)o1	-2	10
N#Cc1nc(COc2ccc(Cl)cc2)oc1N1CCN(Cc2ccccc2)CC1	-46	-2
COc1ccccc1-c1n[nH]c2c1[C@H](C)CC[C@H]2C(C)C	-4	8
Cc1ccc(NC(=S)N(CCN2CCOCC2)Cc2cc3cc4c(cc3[nH]c2=O)OCCO4)cc1	13	0
O=C(C[C@H]1C[C@H](C(=O)N2CCCCC2)[C@@]2(CCc3ccccc3)c3[nH]c4cc(-c5ccco5)ccc4c3CCN2C1=O)NCCN1CCOCC1	31	-7
CCc1cc2c(=O)c(Oc3ccccc3)c(C)oc2cc1O	7	0
Cc1cccc(N2CCN(C(=O)c3ccc4ncsc4c3)CC2)c1C	24	-6
COc1ccc(C(=O)OCc2ccc(C)cc2)cc1S(=O)(=O)N1CCOCC1	-16	-6
O=C([O-])c1ccccc1-[n+]1c(-c2ccccc2)cc(-c2ccccc2)cc1-c1ccccc1	-42	31

Compound profiles, from the list above. Order of screens: TAG inh	TAG inh DAPI viability
Profile of CCOC(=O)C1(CC2CC2)CCN(C(=O)c2cc(C3CC3)nc3ccccc23)CC1 = 0	-16
Profile of O=C([O-])c1ccccc1-[n+]1c(-c2ccccc2)cc(-c2ccccc2)cc1-c1ccccc1 = -42	31
Profile of N#Cc1nc(COc2ccc(Cl)cc2)oc1N1CCN(Cc2ccccc2)CC1 = -46	-2
Profile of CCOC(=O)C1=NOC(Cn2cc(C#N)c(=O)n(C)c2=O)C1 (configuration not stated) = -3	-6
Profile of CCc1cc2c(=O)c(Oc3ccccc3)c(C)oc2cc1O = 7	0

New compounds follow
SMILES	TAG inh	TAG inh DAPI viability
CC(=O)N1CC2(C)CN(C(C)=O)CC(C)(C1)C2=O	-1	-9
COc1ccccc1CCC(=O)Nc1ccc2c(c1)c(=O)n(C)n2Cc1ccc(F)cc1	34	144
O=C(CC1NC2CCCCC2NC1=O)Nc1cccc(C(F)(F)F)c1 (configuration not stated)	16	-16
CCCCC(C)Sc1nc2c([nH]1)c(=S)n(C)c(=O)n2C (configuration not stated)	-8	-6
Cc1ccc(C)c(NC(=O)COC(=O)CC2CC3CCC2C3)c1 (configuration not stated)	-20	2
Cc1c(C#N)c2ccccc2n1CC(=O)NCc1ccccc1	-3	-8
CCOC(=O)C1CCN(C(=O)c2oc3ccc(S(=O)(=O)N4CCCCCC4)cc3c2C)CC1	-4	-3
O=C(CN(Cc1ccco1)C(=O)CNS(=O)(=O)c1ccccc1)NCc1ccc(F)cc1	-1	-9
CCCCOc1ccc(C(=O)NCCc2cccs2)cc1	-1	-3
CS(=O)(=O)n1nc(OC(=O)c2cccs2)cc1N	-11	-1
CCOc1ccc(N(C(=O)C2CCCO2)C2C=CS(=O)(=O)C2)cc1 (configuration not stated)	-15	0
CN(CCc1ccccc1)C(=O)c1ccc(NC(=O)Cc2cccc(NC(=O)C3CCN(S(=O)(=O)c4cccc([N+](=O)[O-])c4)CC3)c2)cc1	23	-9
CC(C)(C)C(=O)Nc1ccccc1C(=O)NCCC(=O)Nc1ccccc1	12	-1
COc1ccc(NC(=O)Nc2ccc3oc(C)nc3c2)cc1	13	-4
Cc1ccc(C(=O)Nc2ccc3nc(C)sc3c2)s1	-7	4
O=C(Nc1c2c(nn1-c1ccccc1)CS(=O)(=O)C2)c1ccco1	13	3
CCOC(=O)c1cn(CC)c2ccc(Br)cc2c1=O	-5	12
Cc1ccc(CC(=O)Nc2nc3ccccc3[nH]2)cc1C	-25	1
CC(=O)C1=C(C)Nc2cc(C(F)(F)F)ccc2S1	-15	-4
O=C(Nc1ccc(CN2CCCCC2)cc1)Nc1ccccc1Cl	12	-11

Source: PubChem (Sanford-Burnham Center for Chemical Genomics)
